PRMT1 inh: PRMT1 methyltransferase inhibitors, primary screen, biochemical, fluorescence polarization; Protein arginine N-methyltransferase 1 (Homo sapiens), Q99873; recombinant PRMT1, activity-based probe fluorescence polarization; inhibition, % at 2.79 µM; 370,000 compounds, 1.3% hits; AID 652257, 2013;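 active = inhibition above about 21% made by adding two undisclosed values, limit read from the data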
GC-B act: human GC-B receptor activators, primary screen, HEK293 GC-B cells, cGMP TR-FRET, EC30 CNP. Atrial natriuretic peptide receptor 2 (Homo sapiens), P20594. 0% at EC30 CNP, 100% saturating CNP. activation, % at 10 µM. 370,000 compounds, 0.11% hits;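 active = activation at 10 µM reaching about 35% in either raw or pattern-adjusted values, limit read from the data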
LEDGF integ inh: blockers of LEDGF/p75-dependent integrase strand transfer – biochemical, TR-FRET, high throughput, primary screen; HIV-1 integrase (with human LEDGF/p75); TR-FRET IN-LEDGF/p75 DNA integration, Eu/Cy5; inhibition, % at 3.7 µM; 370,000 compounds, 0.64% hits; AID 743269, 2014;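 active = inhibition above the screen-wide mean plus 3 SD, cut at about 13% in these data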;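 note: signal is the Cy5 over europium emission ratio at 671 and 618 nm; 0% = plate median of compound wells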
ABHD4 inh: ABHD4 inhibitors, primary screen, biochemical, fluorescence polarization, mouse; (Lyso)-N-acylphosphatidylethanolamine lipase (Mus musculus), Q8VD66; purified mABHD4, FP-Rh probe fluorescence polarization; inhibition, % at 8.92 µM; 370,000 compounds, 0.54% hits; AID 720543, 2013;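 active = inhibition exceeding the mean over every tested compound plus 3 SD, cut at about 30% in these data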;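 note: 0% = plate median of compound wells and 100% = S159A mutant with DMSO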
Target sequence (Q8VD66 whole entry, looked up): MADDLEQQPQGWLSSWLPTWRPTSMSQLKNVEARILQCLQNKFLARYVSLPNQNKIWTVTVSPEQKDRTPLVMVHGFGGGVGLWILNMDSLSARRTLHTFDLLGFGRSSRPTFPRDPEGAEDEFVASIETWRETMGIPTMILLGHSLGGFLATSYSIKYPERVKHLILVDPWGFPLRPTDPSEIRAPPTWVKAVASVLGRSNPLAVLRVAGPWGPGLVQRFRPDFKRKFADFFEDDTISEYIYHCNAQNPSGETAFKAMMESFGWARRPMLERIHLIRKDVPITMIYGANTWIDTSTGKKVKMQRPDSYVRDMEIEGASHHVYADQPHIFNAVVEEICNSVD
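Doses – 8.92 µM, single dose · Material – wild-type mouse ABHD4 protein · Replication – single well per compound (singlicate) · Measure – percent inhibition of probe binding, normalized to plate controls · Schedule – 45 min compound pre-incubation plus 60 min probe step, 25 °C · Detection – fluorescence polarization with parallel and perpendicular emission, 525/598 nm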
MBD2 DNA inh: inhibitors of MBD2 binding to methylated DNA, primary screen, biochemical, TR-FRET, DNA-binding domain, human | Methyl-CpG-binding domain protein 2 (Homo sapiens), Q9UBB5 | MBD2 binding to methylated oligonucleotide | inhibition, % at 4.4 µM | 370,000 compounds, 0.31% hits | AID 686964, 2013; in the data active = inhibition above about 13%
Target sequence (Q9UBB5 whole entry, looked up, the tested form may be a part): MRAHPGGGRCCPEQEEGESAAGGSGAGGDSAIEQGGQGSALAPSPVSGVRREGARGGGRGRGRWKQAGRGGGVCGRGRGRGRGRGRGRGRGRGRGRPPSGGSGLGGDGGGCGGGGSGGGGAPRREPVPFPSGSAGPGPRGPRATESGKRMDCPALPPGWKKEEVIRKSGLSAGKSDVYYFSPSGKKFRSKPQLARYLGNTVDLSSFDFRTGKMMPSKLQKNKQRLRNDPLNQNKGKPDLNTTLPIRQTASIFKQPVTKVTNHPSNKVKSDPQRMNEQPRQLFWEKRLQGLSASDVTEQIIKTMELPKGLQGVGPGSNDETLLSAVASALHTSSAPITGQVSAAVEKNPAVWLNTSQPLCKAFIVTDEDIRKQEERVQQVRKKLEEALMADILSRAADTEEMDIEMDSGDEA
HTRA1 inh: HTRA1 serine protease inhibitors, primary screen, biochemical, fluorescence polarization, HTS; Q92743; recombinant HTRA1, FP-rhodamine activity-based probe; inhibition, % at 5.96 µM; 340,000 compounds, 0.5% hits; AID 504803, 2011; in the data active = inhibition above about 36%;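 note: 0% = enzyme with DMSO and 100% = wells lacking enzyme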
SIAE inh: human SIAE inhibitors, primary screen, biochemical, fluorescence polarization, FP-Rh probe, 1536-well HTS; inhibition, % at 9.66 µM; SIAE FP-Rh probe binding; Sialate O-acetylesterase (Homo sapiens), Q9HAT2; 370,000 compounds, 0.69% hits;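 active = inhibition above a cutoff: mean of compounds within the control limits plus 3 SD of those, cut at about 17% in these data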;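 note: 0% = plate median of compound wells and 100% = probe without SIAE protein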
TDP2 absorb: human TDP2 enzyme inhibitors, primary screen, biochemical, epi absorbance, recombinant enzyme; Tyrosyl-DNA phosphodiesterase 2 (Homo sapiens), O95551; T5PNP hydrolysis, p-nitrophenol absorbance 415 nm; inhibition, % at 12.8 µM; 370,000 compounds, 0.34% hits; AID 720702, 2013;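 active = inhibition above the mean of all tested compounds plus 3 SD, set per campaign, cut at about 25% in these data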;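 note: 0% = DMSO with enzyme and 100% = buffer with substrate but no TDP2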
Target sequence (O95551 whole entry, looked up): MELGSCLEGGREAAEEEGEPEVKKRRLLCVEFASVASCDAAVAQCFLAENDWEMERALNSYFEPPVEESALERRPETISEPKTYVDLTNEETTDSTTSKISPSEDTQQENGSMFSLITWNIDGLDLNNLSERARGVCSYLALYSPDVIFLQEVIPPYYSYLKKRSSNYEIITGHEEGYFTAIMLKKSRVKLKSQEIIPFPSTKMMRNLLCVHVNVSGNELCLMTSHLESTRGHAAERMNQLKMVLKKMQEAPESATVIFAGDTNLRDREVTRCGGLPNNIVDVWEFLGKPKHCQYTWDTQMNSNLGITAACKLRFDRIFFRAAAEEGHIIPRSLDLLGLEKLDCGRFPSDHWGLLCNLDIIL
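Incubation: 2 h at 37 °C; Test system: recombinant human TDP2; Quantity: enzyme 120 nM; Read-out basis: percent inhibition; Medium: 50 mM Tris-HCl pH 7.5 with Mg2+, KCl, DTT, BSA; Repeats: single replicate; Compound: 12.8 µM single point, 1% DMSO; Signal: epi absorbance; Reagent: 5 mM T5PNP chromogenic substrate; Benchmarks: no-enzyme high, DMSO-plus-enzyme low.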
TCR CD3 inh: inhibitors of human TCR-CD3 interaction, primary screen, biochemical, fluorescence, TAMRA-labeled TCR probe | AID 651800, 2012 | 360,000 compounds, 0.37% hits | inhibition, % at 9.4 µM; in the data active = inhibition above about 19%;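 note: recombinant mutant TCR 2C K166C tagged with TAMRA read by polarization; 0% = receptor in buffer alone and 100% = receptor with positive control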
rCAG binder: binders of r(CAG) RNA repeats, primary screen, biochemical, fluorescence; r(CAG) RNA repeat, TO-PRO-1 dye displacement fluorescence; inhibition, % at 3 µM; 370,000 compounds, 1.3% hits; AID 651821, 2012;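 active = inhibition above the plate cutoff, the mean of all test compounds on that plate plus 3 SD, cut at about 35% in these data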;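 note: 0% = DMSO alone and 100% = 100 µM mitoxantrone as full dye displacement; higher means more dye released from RNA so lower well fluorescence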
Numbers without * were called inactive; . = no result given. The list is partial, so the mix of outcomes need not match the whole.

SMILES | PRMT1 inh | GC-B act | LEDGF integ inh | ABHD4 inh | MBD2 DNA inh | HTRA1 inh | SIAE inh | TDP2 absorb | TCR CD3 inh | rCAG binder
Cc1ccc2oc(=O)cc(CN3CCOCC3)c2c1 | 1 | 7 | 0 | 4 | 6 | 3 | 3 | 7 | 3 | -1
CC(=O)c1c(C)[nH]c(C(=O)Nc2ccc(C)c(S(=O)(=O)Nc3ccc(C)cc3C)c2)c1C | 7 | -5 | -7 | -87 | -1 | -100 | -152 | -11 | -2 | 13
Cc1cccc(NC(=O)C(=O)NCc2ccc3c(c2)OCO3)c1C | 0 | 4 | 7 | 3 | -4 | 5 | -5 | 1 | 6 | -4
O=C(CCS(=O)(=O)c1ccccc1)Nc1ccccc1F | 1 | -3 | 2 | -3 | 4 | 5 | -9 | 15 | 0 | 1
CC1(C)CC(=O)c2sc(N3CCCCC3)nc2C1 | 1 | 1 | -1 | -2 | 0 | -4 | 0 | -2 | 2 | -3
COc1ccc(S(=O)(=O)O/N=C2\CCCc3ccccc32)cc1 | 1 | 1 | 2 | 2 | 2 | 15 | -2 | 3 | -4 | -1
O=C(Nc1ccccc1)Nc1nnc([C@H]2C[C@H](O)[C@@H](CO)O2)s1 | 2 | 0 | 2 | -4 | 1 | . | 0 | 8 | 3 | 3
CCOc1ccc(S(=O)(=O)N2CCCCC2)cc1NC(=O)CN1CCCC1c1cccs1 (centres undefined) | -4 | 2 | -3 | -2 | -1 | -39 | -2 | 3 | -2 | 6
CCN(C[C@H]1N[C@@](CC)(C(=O)OC)[C@H]2C(=O)N(Cc3ccccc3)C(=O)[C@@H]12)S(=O)(=O)c1ccc(C)cc1 | 3 | -3 | 0 | 2 | 0 | -6 | -2 | 2 | 9 | 3
CN(CC(=O)O)S(=O)(=O)/C=C/c1ccccc1 | 3 | 2 | 0 | 1 | -1 | 6 | 4 | 9 | -1 | -1

Retrieved by compound from above, four records:
SMILES | PRMT1 inh | GC-B act | LEDGF integ inh | ABHD4 inh | MBD2 DNA inh | HTRA1 inh | SIAE inh | TDP2 absorb | TCR CD3 inh | rCAG binder
Cc1cccc(NC(=O)C(=O)NCc2ccc3c(c2)OCO3)c1C | 0 | 4 | 7 | 3 | -4 | 5 | -5 | 1 | 6 | -4
CN(CC(=O)O)S(=O)(=O)/C=C/c1ccccc1 | 3 | 2 | 0 | 1 | -1 | 6 | 4 | 9 | -1 | -1
Cc1ccc2oc(=O)cc(CN3CCOCC3)c2c1 | 1 | 7 | 0 | 4 | 6 | 3 | 3 | 7 | 3 | -1
CC1(C)CC(=O)c2sc(N3CCCCC3)nc2C1 | 1 | 1 | -1 | -2 | 0 | -4 | 0 | -2 | 2 | -3

(more compounds)
SMILES | PRMT1 inh | GC-B act | LEDGF integ inh | ABHD4 inh | MBD2 DNA inh | HTRA1 inh | SIAE inh | TDP2 absorb | TCR CD3 inh | rCAG binder
Cc1ccc(OCCCCN2CCc3ccccc3C2)cc1 | 2 | -1 | -4 | 7 | -1 | -1 | -2 | 6 | -3 | -5
O=C(N/N=C/c1c(Cl)nc2ccccn2c1=O)c1cccnc1 | 6 | -1 | -6 | 13 | -9 | 7 | -2 | -8 | 29* | -1
Cc1ccccc1N=C1C(=O)Nc2ccccc21 | 2 | -5 | -1 | 0 | -6 | -1 | -1 | 5 | -6 | 4
O=C1CCc2ccc(OCCCCN3CCN(c4cccc(Cl)c4Cl)CC3)cc2N1 | -4 | -1 | 1 | -1 | 6 | -8 | 3 | -14 | 9 | 4
COc1ccc(OC)c(N(CC(=O)Nc2ccccc2C(=O)NCc2ccco2)S(C)(=O)=O)c1 | -1 | -3 | -3 | 1 | 4 | -1 | -3 | 3 | 4 | -5
CCOCCCNc1ccc(N2C(=O)CCCC2=O)cc1[N+](=O)[O-] | -1 | 8 | 3 | 1 | -6 | 6 | 1 | -3 | 1 | -2
CCC(C)Sc1nc2c(c(=O)[nH]c(=O)n2C)n1Cc1ccccc1Cl (centres undefined) | -2 | 34 | -2 | 8 | 3 | -8 | 6 | 7 | 5 | 1
O=C(CCNC(=O)c1ccc(Cl)cc1)NCCCN1CCOCC1 | 2 | 3 | -7 | -10 | 5 | 0 | 4 | -14 | 0 | 5
O=C(CSc1ccc2nnc(-c3ccccn3)n2n1)N1CCN(c2ccccc2)CC1 | -7 | -3 | 1 | 2 | -5 | 1 | -1 | -15 | 2 | 6
CCOC(=O)N1CCN(C(=O)c2ccc(N(Cc3ccccc3Cl)S(C)(=O)=O)cc2)CC1 | 3 | 3 | -3 | -2 | 3 | 7 | -4 | -2 | 3 | -7
O=C(O)c1cc2cc(OCc3ccccc3)ccc2[nH]1 | -1 | 1 | 2 | 10 | -2 | 1 | 3 | -20 | -16 | 18
CCOC(=O)c1cc2c3ccccc3n(CC)c2nc1N | 1 | -10 | -1 | -6 | 0 | 3 | 4 | -12 | 4 | 0
CCC(=O)Oc1ccc2c(c1)O/C(=C\c1ccco1)C2=O | 63* | 2 | 25* | 19 | 5 | . | 2 | -6 | -1 | -8
COc1ccccc1CCNC(=O)c1cccc(S(=O)(=O)NCc2ccccc2)c1 | -4 | 3 | 0 | -17 | 1 | -7 | 1 | -23 | -5 | 1
COc1ccc(S(=O)(=O)NC2CC(=O)N(c3ccc(C)c(C)c3)C2)cc1C (centres undefined) | 4 | -2 | -6 | 0 | -3 | -5 | 1 | -23 | -7 | -3
Cn1cnc([N+](=O)[O-])c1Sc1nnc(-c2ccccc2)c(-c2ccccc2)n1 | 24* | -4 | -3 | -3 | 7 | . | -7 | -8 | -3 | 4
O=C(NCCc1ccccc1)c1ccc2nc3cc(Cl)ccc3c(=O)n2c1 | -6 | 0 | 2 | -8 | -2 | -9 | -7 | 4 | 12 | 10
COc1ccc(OCC(=O)Nc2ccc3c(c2)OCO3)cc1 | 2 | 1 | -5 | 11 | 2 | 10 | 10 | 8 | 1 | 1
NC1CCCCC1N=Cc1c(O)n(CCc2ccc(F)cc2)c(=O)[nH]c1=O (centres undefined) | -2 | -6 | -3 | -5 | 1 | 7 | -1 | 4 | 0 | 6
C[N+](C)(C)CC(=O)N/N=C/c1c2ccccc2cc2ccccc12 | -8 | -9 | -3 | 2 | 3 | 5 | 13 | -10 | 1 | 6
O=C(COC(=O)CCS(=O)(=O)c1ccccc1)Nc1cc(S(=O)(=O)N2CCCCC2)ccc1Cl | 1 | 2 | 2 | 1 | 0 | -5 | -7 | -14 | 0 | 10
O=C1CC(NCCN2CCOCC2)C(=O)N1Cc1ccc(N2CCCC2=O)cc1 (centres undefined) | 17 | 0 | 3 | 9 | 4 | -2 | -3 | -5 | -1 | 1
COc1cc(OC)cc(Oc2ccc(S(=O)(=O)N3CCCCC3)cc2[N+](=O)[O-])c1 | -3 | 2 | 7 | -3 | 0 | -6 | 2 | -7 | 0 | 0
COc1ccc(/C=C/c2nc(N)nc(-c3ccccc3O)n2)cc1 | 3 | -12 | -2 | -26 | 8 | -32 | -15 | -9 | 0 | 11
Cc1noc(C)c1COc1ccc(CC(=O)NC2CCCCCC2)cc1 | 0 | -1 | -4 | 4 | 1 | -2 | 3 | 4 | -1 | -4
CCCC(=O)Nc1cccc(-c2nc3ccccc3c(=O)o2)c1 | -1 | -5 | -1 | -4 | 0 | -1 | -2 | 8 | 0 | 13
Cn1c(=O)c2c(nc(NN=C3CCCCC3)n2C)n(C)c1=O | 4 | -3 | -1 | 3 | -3 | 4 | 4 | 7 | -1 | 4
NC(=O)c1cccc(-c2noc(-c3ccccc3F)n2)c1 | 4 | -5 | -2 | 4 | 2 | -11 | 7 | 8 | -9 | -2
COc1ccc(CCNc2nc(N3CCOCC3)nc(N3CCOCC3)n2)cc1OC | 1 | 0 | -2 | 0 | -2 | -2 | -1 | -3 | -1 | -6
O=C1COc2ccccc2C(c2nnnn2Cc2ccccc2)N1Cc1cccs1 (centres undefined) | -4 | -3 | -1 | 3 | -2 | . | 8 | -4 | . | 3
CC(C)(C)c1ccc2c(c1)N(CC(=O)O)C(=O)CO2 | 0 | 3 | 11 | 4 | 1 | 1 | -10 | 8 | -3 | 2
COc1ccc(C(=O)C2CCCN(C(=O)c3ccnn3C)C2)cc1OC (centres undefined) | -1 | -1 | 1 | 5 | 1 | -2 | -6 | -6 | 8 | -2
CCN(CC)S(=O)(=O)c1ccc2c(c1)c(=O)c(C(=O)NCCN(C)CCc1ccccc1)cn2C | -6 | 2 | 4 | -1 | -3 | -2 | 3 | 9 | 9 | -5
COc1ccc2cc([C@H](C)C(=O)OCc3cn(CC(=O)c4ccc(O)cc4)nn3)ccc2c1 | 7 | 3 | 10 | -4 | 15* | 0 | -5 | 2 | 8 | 17
C/C(=N\NC(=O)c1cc(C)oc1C)c1ccc(C)c([N+](=O)[O-])c1 | 0 | -1 | 0 | 5 | 4 | 1 | 4 | -2 | 0 | 6
O=c1[nH]nc(CNc2ccc(C(F)(F)F)cc2)c2ccccc12 | -1 | -1 | -1 | -12 | -2 | -15 | -6 | -15 | 6 | 2
O=C(CSc1nnc(-c2ccco2)n1Cc1ccccc1)NC(=O)NCc1ccco1 | 4 | -5 | 0 | 0 | -3 | -9 | -1 | 0 | -8 | -6
CCOC(=O)CN1C(=O)N(c2ccc(OC)cc2)[C@H]2CC3c4ccccc4C[C@]3(C)[C@@H](C(=O)N(C)C3CCCCC3)C[C@H]21 (some centres undefined) | -2 | 3 | 0 | -5 | 0 | . | -4 | 0 | -4 | 6
Cc1cccc(NC(=S)Nc2ccc(Oc3ccccc3)cc2)n1 | 1 | 1 | -4 | -5 | 3 | -6 | -3 | 4 | -6 | 1
C[C@H]1CCCN1c1cccc2c1S(=O)(=O)N1CC[C@@H](C1)O2 | 2 | 4 | -1 | 6 | -3 | . | -3 | -5 | . | 5
CC(=O)c1sc(Nc2ccccn2)nc1C | -1 | 3 | -2 | 2 | -6 | -2 | 4 | 6 | 0 | 1
Cc1cccc(C)c1NC(=O)CN(C)C(=O)CC1OC(=O)c2ccccc21 (centres undefined) | -2 | 1 | -3 | 25 | 3 | -1 | 4 | 13 | -2 | -3
COc1ccc(NS(=O)(=O)c2cc(NS(=O)(=O)c3cc(C(=O)O)ccc3OC)ccc2C)cc1 | 0 | -1 | 3 | -3 | -1 | -7 | 4 | 5 | -1 | 5
CC(NC(=O)c1cccc(Cl)c1)C1CC2CCC1C2 (centres undefined) | 0 | 9 | 0 | -2 | -2 | 3 | 2 | 6 | 15 | 0

Screening data as filed in PubChem.
